WRN helicase inh = inhibitors of human WRN helicase | Potency, µM (doses to about 114 µM), for inactives: at the top dose activity change, negative = inhibition, actives largely listed as inhibitors | AID 651768 | 0.46% of 360,000 active | WRN helicase unwinding, fluorescent forked duplex, kinetic; further: potency means the concentration at half of the fitted maximal effect; on the % scale 0 is the no-effect control and ±100 the full control effect; nearly all actives have a fitted effect of over 55% in size
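WRN at 20 nM final preincubated with compound 15 min at room temperature; reaction started with 100 nM fluorophore/quencher forked duplex oligonucleotide and 2 mM ATP final. Unwinding followed kinetically by red fluorescence (ex 525, em 598 nm).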
IL-2 act = activates IL-2 in a cell-based reporter assay | IL-2 activation reporter assay, cell-based qHTS; stimulated with anti-CD3/CD4/CD28 beads; in transgenic mouse T cells | AID 652025 | 0.065% of 360,000 active | activation, % (series mostly up to about 46 µM); in the data active means activation above about 50%; inconclusive means mostly about 30% to 49%; further: 0% is about no effect
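Unstimulated transgenic mouse T cells; 60-min compound exposure; bead-based TCR/CD4/CD28 stimulation; 18 h culture, 37 degrees C; dual fluorescence (EGFP, DsRed) plate cytometry.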
PLK1 PBD inh = blocks phosphopeptide binding to human PLK1 polo-box domain; Plk1 PBD binding of FITC phosphopeptide, fluorescence polarization; 2.8% of 360,000 active; AID 720504; P53350; Potency, µM, inactives show max response, negative = inhibition, usual class: inhibitors; further: potency means the concentration at half of the fitted maximal effect; series mostly up to about 57 µM; on the % scale 0 is the no-effect control and ±100 the full control effect; nearly all actives have a fitted effect of over 65% in size
Target sequence (P53350 whole entry, looked up, the tested form may be a part): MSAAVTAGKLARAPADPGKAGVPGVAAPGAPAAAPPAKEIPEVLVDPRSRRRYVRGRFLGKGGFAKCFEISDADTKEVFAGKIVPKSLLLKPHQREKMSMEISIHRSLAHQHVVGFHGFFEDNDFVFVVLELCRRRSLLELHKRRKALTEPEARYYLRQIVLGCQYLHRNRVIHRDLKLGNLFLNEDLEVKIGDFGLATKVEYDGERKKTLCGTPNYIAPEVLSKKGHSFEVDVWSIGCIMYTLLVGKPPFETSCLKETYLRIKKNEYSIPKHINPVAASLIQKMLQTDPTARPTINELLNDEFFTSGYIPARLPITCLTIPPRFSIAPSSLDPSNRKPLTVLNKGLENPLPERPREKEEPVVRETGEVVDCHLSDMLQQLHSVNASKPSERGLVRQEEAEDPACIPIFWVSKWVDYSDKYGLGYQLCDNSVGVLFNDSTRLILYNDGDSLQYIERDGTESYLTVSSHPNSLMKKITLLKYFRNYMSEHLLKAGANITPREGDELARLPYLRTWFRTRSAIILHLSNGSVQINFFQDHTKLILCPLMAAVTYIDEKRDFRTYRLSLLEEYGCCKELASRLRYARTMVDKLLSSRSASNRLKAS
EPAC1 antag = EPAC1 (human) antagonism; O95398; EPAC1 GEF assay, Rap1b-BODIPY-GDP exchange fluorescence; Potency, µM (titrated, usually from 115 µM), inactives show at the highest dose activity change, negative = inhibition, hits mostly inhibitors; 0.14% of 360,000 active;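 further: potency means the concentration at half of the fitted maximal effect; plate controls were vehicle for no effect and positive control for full effect; nearly all actives have a fitted effect of over 50% in size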
aSyn rescue = inhibitors of alpha-synuclein toxicity in yeast | Yeast expressing alpha-synuclein, growth rescue, BacTiter-Glo, 24 h | Potency, µM (highest dose often 46.1 µM), without a hit: at the top dose growth rescue (activation), most hits filed as activators | 0.14% of 370,000 active | AID 652106; further: potency means the concentration at half of the fitted maximal effect; % of control where 0% means no effect; nearly all actives have a fitted effect of over 65% in size
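Galactose-induced alpha-syn yeast (OD600=0.02, raffinose-pregrown) + pinned cpd, 24 hr, 30 deg C; growth by BacTiter-Glo luminescence. Growth restoration scores as activation.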
FUS suppressor = suppressors of FUS proteinopathy in yeast; 0.24% of 390,000 active; S. cerevisiae FUS-expressing, growth rescue, OD600, 24 h; Potency, µM (top dose mostly 76.6 µM), without a hit: at the top dose growth rescue (activation), hits mostly activators;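 further: potency means the concentration at half of the fitted maximal effect; plate controls were DMSO vehicle for no effect and reference control for full effect; nearly all actives have a fitted effect of over 55% in size; some results filed as inactive show a strong effect at the top dose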
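FUS-expressing yeast, raffinose-pregrown, induced in 2% galactose minimal medium at OD 0.005; compounds in a dilution series, 24hr at 30C. Growth restoration read as absorbance at 600 nm. CP55940 positive control, DMSO negative.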
PI5P4Ka inh = inhibitors of human PI5P4K alpha; PI5P4Kalpha enzyme, ADP-Glo luminescence, 60 min; active compounds read low; max response, %; 1.2% of 330,000 active; active means max response of -50% or lower; inconclusive means between -30% and -50%; inactive means -30% or higher; further: value at the top dose of about 77 µM; on the % scale 0 is the no-effect control and ±100 the full control effect
Target sequence (P48426 whole entry, looked up): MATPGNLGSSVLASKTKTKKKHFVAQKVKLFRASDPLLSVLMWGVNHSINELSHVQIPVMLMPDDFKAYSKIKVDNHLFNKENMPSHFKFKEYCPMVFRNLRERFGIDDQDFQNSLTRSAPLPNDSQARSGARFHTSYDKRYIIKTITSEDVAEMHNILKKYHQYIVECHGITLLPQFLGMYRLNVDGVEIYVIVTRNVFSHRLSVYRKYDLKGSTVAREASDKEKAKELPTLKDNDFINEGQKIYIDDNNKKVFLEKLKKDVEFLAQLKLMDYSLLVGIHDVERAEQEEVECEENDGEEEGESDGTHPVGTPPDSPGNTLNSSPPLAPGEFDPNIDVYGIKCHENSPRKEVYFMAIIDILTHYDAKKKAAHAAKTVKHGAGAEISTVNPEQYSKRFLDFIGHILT
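Quantitative HTS of the MLSMR library against PI5P4Kalpha with substrate. ATP added last at 5 microM final; room temperature, 60 minutes. Remaining ATP depleted, ADP converted and read as luminescence.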
EPAC1 agonist = EPAC1 (human) agonism | Potency, µM (doses to about 154 µM), inactives show at the highest dose activation, actives largely listed as activators | EPAC1 agonist qHTS, biochemical assay; response scale: 100% = response to 6.5 mM cAMP | 0.073% of 360,000 active | O95398; further: potency means the concentration at half of the fitted maximal effect; nearly all actives have a fitted effect of over 60% in size
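Nucleotide exchange by EPAC1 (100 nM) on Rap1B–BODIPY-GDP (250 nM) in the presence of 50 uM GDP is tracked fluorescently at 480/540 nm over 30 min. Signals are normalized to a 6.5 mM cAMP control.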
Abeta rescue = restores growth of yeast expressing A-beta42 peptide | yeast expressing A-beta42, growth rescue, OD600, 48 h; response scale: 0% DMSO, 100% iron-clioquinol control | Potency, µM (top dose mostly 46.1 µM), for inactives: at the highest dose growth rescue, most hits filed as activators | 0.063% of 410,000 active; further: potency means the concentration at half of the fitted maximal effect; nearly all actives have a fitted effect of over 55% in size
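Yeast growth medium received pinned compounds, then yeast cells expressing toxic A-beta were added; plates incubated at 30 C for 48 hr. Growth read as absorbance at 600 nm, normalized to DMSO and equimolar FeCl3 plus clioquinol controls.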
Numbers without * were called inactive; ? = inconclusive; . = no result given; [ ] = another dose, or the depositor's remark. Unless noted, the call rests on the fitted dose curve; in most records, active means well fitted curve in the direction sought with a large enough effect; inconclusive means small, poorly fitted or top-dose-only effect, or another doubt; inactive means no such curve, though single readings can be large; an effect the other way counts as inactive or inconclusive.

SMILES | WRN helicase inh | IL-2 act | PLK1 PBD inh | EPAC1 antag | aSyn rescue | FUS suppressor | PI5P4Ka inh | EPAC1 agonist | Abeta rescue
COc1ccccc1CCC(=O)OCC(=O)Nc1ccc(C(N)=O)cc1 | 0% | 0.1 | 1% | -9% | 3% | 4% | -1 | 1% | -3%
COc1ccc(OC)c(S(=O)(=O)Nc2ccc3c(c2)OCCO3)c1 | -6% | 0.6 | -4% | 4% | ? | -8% | 2 | 0% | 11%
O=C(Cc1ccccc1)NN=C1CCCC1 | -1% | 0.8 | -4% | -11% | -1% | 6% | 0 | -3% | -5%
CCOCCCNC(=S)N(CCCN(C)C)Cc1cc2cc3c(cc2[nH]c1=O)OCCO3 | -5% | 0.5 | -5% | -6% | 4% | 3% | -1 | 18% | -1%
O=C(NCc1ccccc1)NC1(C(=O)N2CCN(c3ncccn3)CC2)CCCCC1 | 10% | 0.6 | 27µM* | -6% | -2% | -12% | 5 | 7% | -5%
O=C1CC(c2ccccc2)CC(=O)C1=CN1CCCC1 (configuration not stated) | -11% | -1.5 | -10% | -11% | 0% | 14% | 7 | -6% | 17%
Cc1c(CCC(=O)N2CCC(C(=O)NCCCCCC(=O)O)CC2)c(=O)oc2cc3oc4c(c3cc12)CCCC4 | 12% | -1.2 | -4% | -7% | 18% | 17% | 1 | -4% | 7%
c1ccc(Cc2noc(CN3CCC(CN4CCOCC4)CC3)n2)cc1 | -5% | 0.2 | -3% | 14% | -1% | 20% | 3 | 1% | -16%
COC(=O)c1ccc2c(=O)n(CCCCCC(=O)N3CCN(c4ccccc4)CC3)c(=O)[nH]c2c1 | 8% | 0.2 | 30µM* | -3% | -1% | 6% | -6 | 1% | 2%
Cc1ccc(-n2ncc3c(N4CCN(c5ccc(F)cc5)CC4)ncnc32)c(C)c1 | 0% | -0.7 | -15% | -7% | 11% | ? | . | 5% | -16%
CCN(CC)CCCNC(=S)N1CCN(c2nc(-c3ccccc3)cs2)CC1 | 2% | -3.5 | -8% | 12% | 1% | 13% | 4 | -3% | 1%
COC(=O)CSc1nnc(-c2cccs2)n1-c1ccc(Cl)cc1 | -3% | -2.1 | -11% | -6% | 4% | 25% | 0 | 3% | 13%
COc1cc(C(=O)OC(C)C(=O)N2CCCC2)cc2c1OCCO2 (configuration not stated) | -7% | 1.1 | -4% | ? | 3% | -11% | -1 | 4% | -10%
CCOC(=O)C1CCCCN1Cc1cccc(Oc2ccccc2)c1 (configuration not stated) | 0% | -3.8 | -8% | -15% | -3% | 2% | 13 | -3% | 3%
CCOc1ccccc1NC(=O)c1cccc(NC(=O)C2CCCC2)c1 | 0% | -1.3 | -3% | -9% | 0% | 34% | -11 | 2% | 21%
Nc1nc(N)c(N=O)c(Nc2cccc(Cl)c2)n1 | -16% | -0.7 | -7% | -23% | -5% | -8% | ? | -11% | -4%
O=C(NNC1=Nc2ccccc2SC1)c1cccc([N+](=O)[O-])c1 | -4% | -1.3 | -12% | -13% | 0% | 4% | -1 | -3% | -6%
O=C(N/N=C1/CC(c2ccccc2)Oc2ccccc21)C1CC1 (configuration not stated) | 5% | -0.1 | 0% | -9% | -4% | . | 4 | -14% | -4%
CCCCOC(=O)Cn1c(-c2ccccc2)nc2ccccc2c1=O | -1% | 0.5 | 2% | -19% | -19% | . | 2 | -9% | -1%
OCCN1CCN(c2cc(C(F)(F)F)nc3ccccc23)CC1 | 10% | -0.3 | -3% | 10% | 9% | 9% | -3 | 5% | -4%
Cc1csc(=O)n1CC(=O)OCC(=O)Nc1cc(S(=O)(=O)N2CCOCC2)ccc1Cl | 18% | -3.0 | -4% | 9% | 0% | 9% | -4 | 0% | -4%
CC(NC(=S)NNS(=O)(=O)c1ccc(C(C)(C)C)cc1)c1ccccc1 (configuration not stated) | -1% | -0.5 | -19% | 0% | 0% | 25% | 7 | 6% | ?
COc1ccc(CC(=O)N2CC3(C)CC2CC(C)(C)C3)cc1OC (configuration not stated) | 3% | 1.0 | -18% | 4% | 2% | 19% | 3 | -8% | 1%
Cc1ccc2c(COC(=O)c3ccccc3OC(F)F)cc(=O)oc2c1 | 3%[57.1 µM] | -0.7 | 1% | -2% | 6% | -22% | -2 | -9% | -1%
N#CC(c1nc2ccccc2nc1N1CCOCC1)S(=O)(=O)c1ccccc1 (configuration not stated) | -3% | -2.0 | -19% | -14% | -1% | 16% | 2 | 2% | -3%
O=c1[nH]c(C2CCN(S(=O)(=O)c3ccc(C(F)(F)F)cc3)CC2)nc2c1nnn2Cc1ccccc1 | -4% | 2.3 | 1% | -23% | -5% | 56% | 6 | 1% | 0%
NC(=O)c1cccnc1Oc1ccc(Cl)cc1 | -5% | -1.9 | -1% | -14% | 3% | -1% | 2 | 6% | 7%
Nc1nnc(N2CCc3ccccc32)s1 | -1% | -3.6 | 0% | -9% | 0% | 9% | -1 | -29% | 0%
O=C(CSc1nnc(COc2ccccc2)n1-c1ccccc1)c1ccccc1 | -5% | -1.2 | -5% | -13% | 3% | 43% | 1 | 5% | 18%
CCc1cccc(NS(=O)(=O)c2ccc3c(c2)NC(=O)CO3)c1 | -8% | -0.7 | -15% | -6% | 1% | 7% | 1 | 0% | 7%
C=CCN(c1ccccc1)S(=O)(=O)c1cccc(C(=O)Nc2cccc(C)n2)c1 | -9% | -1.4 | -15% | -16% | 1% | 4% | 12 | 14% | -6%
CC1CCc2cc(F)ccc2N1C(=O)C12CCC(C)(C(=O)O1)C2(C)C (configuration not stated) | -16% | -1.9 | -15% | -12% | 1% | 8% | 0 | -4% | -16%
COc1ccc(S(=O)(=O)N2CCCC(C(=O)N3CCN(C)CC3)C2)cc1Cl (configuration not stated) | -29% | 0.3 | -12% | 12% | -1% | 22% | -2 | -1% | -9%
Cc1cc2c(cc1S(=O)(=O)N1CCN(c3ccc(Cl)cc3)CC1)OCCN2C | -8% | -0.1 | -3% | -4% | 10% | 41% | 12 | 5% | 10%
O=C(NC(=S)NC1CCS(=O)(=O)C1)c1ccccc1Br (configuration not stated) | -24% | -3.4 | 3% | 9% | -3% | . | 6 | 1% | -19%
Cc1c(Cl)ccc(S(=O)(=O)N2CCN=C2c2ccccc2)c1Cl | -22% | -0.6 | -12% | -23% | -2% | 3% | 5 | 13% | 20%
O=S(=O)(c1ccc(F)cc1)N1CCN(c2ccc(F)cc2)CC1 | -6% | 0.0 | -12% | -1% | -4% | 18% | 6 | 14% | -11%
COc1ccccc1NC(=O)CCc1nnc2ccc(N3CCN(C)CC3)nn12 | 4% | -1.3 | -3% | 5% | -6% | 17% | 0 | -2% | 3%
CC(C)(C)C(=O)Nc1ccc(N=Nc2ccccc2)cc1 | 0% | -1.5 | -1% | -10% | -12% | -15% | 3 | -4% | 1%
CCCCOC(=O)c1ccc(NC(=O)c2cnc3n(c2=O)CCS3)cc1 | -7% | 0.4 | -3% | -3% | -11% | 17% | 6 | 13% | 15%

Three structures out of the list, sorted by number of heavy atoms, highest first.
SMILES | WRN helicase inh | IL-2 act | PLK1 PBD inh | EPAC1 antag | aSyn rescue | FUS suppressor | PI5P4Ka inh | EPAC1 agonist | Abeta rescue
Cc1csc(=O)n1CC(=O)OCC(=O)Nc1cc(S(=O)(=O)N2CCOCC2)ccc1Cl | 18% | -3.0 | -4% | 9% | 0% | 9% | -4 | 0% | -4%
CCc1cccc(NS(=O)(=O)c2ccc3c(c2)NC(=O)CO3)c1 | -8% | -0.7 | -15% | -6% | 1% | 7% | 1 | 0% | 7%
O=C1CC(c2ccccc2)CC(=O)C1=CN1CCCC1 (configuration not stated) | -11% | -1.5 | -10% | -11% | 0% | 14% | 7 | -6% | 17%

Later entries:
SMILES | WRN helicase inh | IL-2 act | PLK1 PBD inh | EPAC1 antag | aSyn rescue | FUS suppressor | PI5P4Ka inh | EPAC1 agonist | Abeta rescue
COc1ccc(-c2nc(SCc3ccccc3)n(C(=O)c3ccco3)n2)cc1 | 11% | -3.0 | 0% | 6% | 1% | 2% | . | 0% | 21%
COCCOC(=O)C1=C(C)NC(=S)NC1c1ccc(OCC(=O)N2CC(C)OC(C)C2)c(OC)c1 (configuration not stated) | 3% | 0.3 | 3% | -3% | 1% | 12% | -3 | 8% | -4%
O=C(NCCCN1CCOCC1)c1c(O)c2ccccc2[nH]c1=O | 7% | 0.9 | -23% | 0% | 8% | 1% | -1 | 0% | 0%
Cc1cc(C)nc(/N=C2\NC(=O)CC(C(=O)O)N2CCc2c[nH]c3ccccc23)n1 (configuration not stated) | 5% | -3.0 | -1% | 13% | 0% | -9% | -4 | -15% | 5%
O=C(CSc1nc(-c2ccc(F)cc2)cc(C(F)(F)F)n1)NCc1ccco1 | -3% | 1.0 | 3µM* | -12% | 1% | 16% | ? | -1% | -22%
COc1cccc(NC(=S)N2CCCC2)c1 | -20%[57.1 µM] | -1.0 | -2% | 7% | -15% | -9% | -7 | -12% | -8%
COCc1nc2ccccc2n1CCOc1ccccc1OC | 6% | -1.4 | -5% | -4% | -4% | 26% | . | -1% | 9%
CNC(=O)N(O)C1N(/N=C/c2ccccc2OC)C(=S)SC1(C)C (configuration not stated) | 11% | -0.8 | 7% | 0% | 0% | -3% | -4 | -3% | -5%
CCSc1nnc(NC(=O)C2C3CCC(C3)C2C(=O)O)s1 (configuration not stated) | 0% | -0.5 | -6% | -2% | -8% | 22% | 4 | 4% | -3%
Cc1cccc(NC(=S)NCC(c2cccnc2)N(C)C)c1C (configuration not stated) | -8%[57.1 µM] | -1.4 | -2% | -13% | 0% | 1% | -5 | -4% | 2%
Cc1[nH]c2ccccc2c1CN1CCc2ccccc2C1 | -18% | -0.5 | -4% | 15% | 10% | ? | . | 0% | -14%
COc1ccccc1N1CCN(Cc2cc(Br)c(O)c3ncccc23)CC1 | 12% | -4.8 | ? | -8% | 12% | 6% | -23 | 4% | 29%
CCOc1ccc(NC(=O)NC(C)c2ccc3c(c2)OCO3)cc1 (configuration not stated) | -1% | -0.7 | 3% | -11% | -7% | -16% | -2 | -10% | -5%

Outcome played no part in choosing rows; about 4.1% have a hit in one of these screens.
